# Screening results (PubChem BioAssay)
# VHR inh color: VHR1 phosphatase inhibitors, primary screen, biochemical, colorimetric, HTS | Dual specificity protein phosphatase 3 (Homo sapiens), P51452 | hit rate 0.7% among 50,000 | AID 1992, 2009 | inhibition, % at 20 µM | recombinant VHR phosphatase, colorimetric substrate read-out; in the data active = inhibition above about 60%; note: some results filed as inactive read as strong as hits
# Target sequence (P51452 whole entry, looked up): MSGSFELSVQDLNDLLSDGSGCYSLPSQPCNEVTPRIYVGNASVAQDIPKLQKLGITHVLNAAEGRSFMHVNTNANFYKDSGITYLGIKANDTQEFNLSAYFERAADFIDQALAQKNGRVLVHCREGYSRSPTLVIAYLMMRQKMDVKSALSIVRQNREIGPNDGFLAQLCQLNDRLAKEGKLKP
# Active calls of the source: *. A portion of the library (hit frequency here may not be typical).
compound	VHR inh color
O=C(/C=C/c1ccc(OCc2ccccc2)cc1)c1ccc2c(c1)OCCO2	15.0
O=C(Nc1c(-c2cccs2)nc2ccccn12)c1ccc(Cl)cc1	-13.6
Cc1ccc(S(=O)(=O)NN2C(=O)/C(=C/c3ccc(Cl)cc3Cl)SC2=S)cc1	-14.4
COC(=O)C1=C(C)NC2=C(C(=O)c3ccccc32)C1c1ccc(-c2cc([N+](=O)[O-])ccc2Cl)o1 (configuration not stated)	-8.7
COC(=O)C1=C(C)NC2=C(C(=O)c3ccccc32)C1c1cc(OC)c(OC)c(OC)c1 (configuration not stated)	-5.0
COc1ccc(S(=O)(=O)Nc2c(C)cc(C)cc2C)cc1	-23.8

# 3 entries from above, as labelled records:
Cc1ccc(S(=O)(=O)NN2C(=O)/C(=C/c3ccc(Cl)cc3Cl)SC2=S)cc1
  VHR inh color = -14.4
COC(=O)C1=C(C)NC2=C(C(=O)c3ccccc32)C1c1ccc(-c2cc([N+](=O)[O-])ccc2Cl)o1 (configuration not stated)
  VHR inh color = -8.7
COC(=O)C1=C(C)NC2=C(C(=O)c3ccccc32)C1c1cc(OC)c(OC)c(OC)c1 (configuration not stated)
  VHR inh color = -5.0
